HTR5A ag – HTR5A agonists in luminescence cell assay, primary screen, counter-screen for OPRM1-OPRD1 heterodimer agonist project, full-deck HTS. 5-hydroxytryptamine receptor 5A (Homo sapiens), P47898. cell-based. activation, % at 9.3 µM. 0.61% of 340,000 active; in the data active = activation mostly above about 9.5%, no sharp cut-off; inactive = mostly below about 7.6%;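 also: 0% = cells with vehicle only and 100% = reference agonist; strong numbers were not always called active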
Target sequence (P47898 whole entry, looked up): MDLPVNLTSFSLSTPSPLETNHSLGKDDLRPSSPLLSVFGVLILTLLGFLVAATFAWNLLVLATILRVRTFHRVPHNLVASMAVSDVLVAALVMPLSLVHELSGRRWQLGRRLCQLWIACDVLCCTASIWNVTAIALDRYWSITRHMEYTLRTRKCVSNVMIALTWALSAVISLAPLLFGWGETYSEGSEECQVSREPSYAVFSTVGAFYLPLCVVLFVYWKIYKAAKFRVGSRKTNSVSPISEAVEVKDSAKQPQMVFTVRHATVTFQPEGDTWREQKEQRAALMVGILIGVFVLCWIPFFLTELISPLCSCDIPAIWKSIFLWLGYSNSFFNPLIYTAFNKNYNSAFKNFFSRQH
DAGLB inh – DAGLB lipase inhibitors, primary screen, biochemical, fluorescence, HTS | Diacylglycerol lipase-beta (Homo sapiens), Q8NCG7 | 0.059% of 340,000 active | HEK293T DAGLB membrane lysate, EnzChek fluorogenic substrate | inhibition, % at 5.17 µM; in the data active = inhibition above about 34%;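 also: 0% = enzyme with vehicle and 100% = wells lacking enzyme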
Target sequence (Q8NCG7 whole entry, looked up): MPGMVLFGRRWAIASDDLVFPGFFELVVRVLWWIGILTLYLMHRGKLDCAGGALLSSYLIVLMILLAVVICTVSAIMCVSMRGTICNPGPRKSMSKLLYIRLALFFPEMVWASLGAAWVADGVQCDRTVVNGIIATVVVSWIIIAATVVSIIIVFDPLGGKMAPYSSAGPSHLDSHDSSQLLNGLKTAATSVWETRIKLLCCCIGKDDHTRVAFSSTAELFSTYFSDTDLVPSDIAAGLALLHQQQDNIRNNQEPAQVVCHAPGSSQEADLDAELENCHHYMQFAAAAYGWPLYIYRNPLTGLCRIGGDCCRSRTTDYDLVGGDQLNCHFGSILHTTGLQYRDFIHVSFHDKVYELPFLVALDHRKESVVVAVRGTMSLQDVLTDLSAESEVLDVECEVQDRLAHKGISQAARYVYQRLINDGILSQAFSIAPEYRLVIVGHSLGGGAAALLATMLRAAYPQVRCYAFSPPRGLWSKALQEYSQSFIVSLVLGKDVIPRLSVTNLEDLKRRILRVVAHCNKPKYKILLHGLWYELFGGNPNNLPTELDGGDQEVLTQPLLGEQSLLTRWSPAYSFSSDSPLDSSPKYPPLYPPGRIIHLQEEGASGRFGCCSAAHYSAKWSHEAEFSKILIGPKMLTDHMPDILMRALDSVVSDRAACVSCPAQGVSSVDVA
OPRM1-OPRD1 ag – agonists of OPRM1-OPRD1 heterodimerization, primary screen, cell-based, luminescence | 0.3% of 340,000 active | activation, % at 9.3 µM | Mu-type opioid receptor (Homo sapiens) + Delta-type opioid receptor (Homo sapiens), … | AID 504326, 2011 | cells; in the data active = activation above about 18%;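 also: 0% = vehicle-treated cells and 100% = reference agonist; values of inactives mirror those of a sister screen read the other way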
HTR5A inv ag – HTR5A inverse agonists in luminescence cell assay, primary screen, counter-screen for OPRM1-OPRD1 heterodimer inverse agonist project, full-deck HTS; HTR5A cell line, inverse agonism; 0.083% of 340,000 active; inhibition, % at 9.3 µM; AID 504634, 2011; 5-hydroxytryptamine receptor 5A (Homo sapiens), P47898; in the data active = inhibition mostly above about 23%, no sharp cut-off; inactive = mostly below about 18%;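 also: 0% = cells with DMSO and 100% = no-cell wells with DMSO; some compounds called inactive have numbers as strong as hits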
PKA-R2B activ – activators of PKA-R2B holoenzyme, primary screen, biochemical, fluorescence polarization, Cy5-IP20, human. activation, % at 11.4 µM. PKA-R2B holoenzyme dissociation; R2B truncated from residue 108, S112A mutant; 0% DMSO only, 100% 113 µM cGMP. 0.079% of 340,000 active. cAMP-dependent protein kinase catalytic subunit beta (Homo sapiens) + cAMP-dependent …. AID 504700, 2011;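 active = activation above a cutoff set at the mean over all compounds plus 3 SD, cut at about 18% in these data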;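 also: higher means more holoenzyme dissociation and a rise in polarization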
MOR-DOR inv ag – inverse agonists of MOR-DOR heterodimerization, primary screen, cell-based, luminescence; Mu-type opioid receptor (Homo sapiens) + Delta-type opioid receptor (Homo sapiens), …; cell-based MOR-DOR heterodimer luminescence, inverse agonism; inhibition, % at 9.3 µM; 0.21% of 340,000 active; AID 504357, 2011; in the data active = inhibition above about 22%, passing the limit was not always enough;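 also: 0% = cells with DMSO and 100% = wells without cells with DMSO; values of inactives mirror those of a sister screen read the other way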
V-ATPase pHluor – regulators of yeast V-ATPase proton pumping, primary screen, pHLuorin cytosolic pH fluorescence; S. cerevisiae; response, % at 10 µM; 0.37% of 350,000 active; in the data active = response mostly above about 7.3%, no sharp cut-off; inactive = mostly below about 5.4%; also: actives read high; inactives centre near 0; some compounds called inactive have numbers as strong as hits; reference of the scale not given here
Arrestin-AP2 inh – inhibitors of beta-arrestin/AP2 binding, primary screen, biochemical, GPCR trafficking, flow cytometry; beta-arrestin 1 C-terminal peptide binding to AP2 beta2-adaptin appendage (human); 0.31% of 340,000 active; FITC-arrestin peptide / GST-AP2 beads; AP2 beta2 appendage carries R879A mutation; inhibition, % at 10 µM; AID 504490, 2011;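 active = inhibition above a set limit, near 3 SD of compounds lacking own fluorescence, cut at about 54% in these data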;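 also: plate controls were DMSO wells for no effect and 5 µM unlabelled arrestin peptide for full effect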
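Material – GST-tagged AP2 beta2-adaptin appendage (R879A) on 4 µm glutathione beads · Probe or stimulus – fluorescein-tagged arrestin peptide at 50 nM final · Timing – 12 min plus 1 h, RT · Detection – bead flow cytometry, FITC channel · Read-out basis – inhibition as reduced fluorescein signal on beads, percent · Medium – PBS plus Tween 20 (0.05%) and BSA (0.1%)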
DSG3 Ab inh – inhibitors of pemphigus antibody binding to DSG3, primary screen, biochemical, bead-based, flow cytometry, scFv-GFP. binding (percent of control), % at 10 µM. DSG3-coupled beads, scFv-anti-DSG3-GFP binding; active compounds read low. 0.48% of 310,000 active. Desmoglein-3 (Homo sapiens), P32926;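 active = binding more than 3 SD below its plate's average and above zero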;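 also: hits lower antibody fragment binding to DSG3; some compounds called inactive have numbers as strong as hits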
PKA-R1A activ – activators of PKA-R1A holoenzyme, primary screen, biochemical, fluorescence polarization, Cy5-IP20, bovine R1A, mouse PKAc; cAMP-dependent protein kinase type I-alpha regulatory subunit (Bos taurus) + …; PKA-R1A dissociation; scaled: DMSO 0%, 113 µM cGMP 100%; activation, % at 11.4 µM; 0.083% of 340,000 active; AID 504707, 2011;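 active = percent activation above the mean of all tested compounds plus 3 SD, cut at about 19% in these data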;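 also: higher means more PKAc released from R1A so a rise in polarization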
Active calls of the source: *; · = not tested or not shown.

SMILES	HTR5A ag	DAGLB inh	OPRM1-OPRD1 ag	HTR5A inv ag	PKA-R2B activ	MOR-DOR inv ag	V-ATPase pHluor	Arrestin-AP2 inh	DSG3 Ab inh	PKA-R1A activ
Cc1ccc(O)c(-c2cc(C(F)(F)C(F)F)nc(-c3ccccc3)n2)c1	0	-6	-2.2	11	0	10	-7	16	117	-11
Cc1ccc(-n2ncc3c(SCC(=O)NNC(=O)C(C)C)ncnc32)cc1	5	0	-3.6	-17	7	16	1	-3	111	8
Clc1cccc(N=C2NN=C(c3ccc4c(c3)OCCO4)CS2)c1	5	-11	-0.8	-37	-5	4	0	-1	97	-6
Cc1ccc(C)c(NC(=O)CSc2nnc(CNC(=O)c3ccco3)o2)c1	3	-3	-4.1	-12	0	21	0	16	106	2
O=C(O)C1=C[C@@H](c2ccc(F)cc2)C[C@@H](OCCCCO)O1	0	-1	-2.8	-2	-2	15	3	21	104	5
O=C(CSc1cn[nH]n1)Nc1ccc(Cl)cc1Cl	2	-3	1.3	-17	5	-9	4	20	96	-7
O=C(O[C@@H](C(=O)O)[C@@H](OC(=O)c1ccccc1)C(=O)O)c1ccccc1	1	0	-1.8	-6	-8	9	2	18	99	-6
O=C(NC1CCSc2ccccc21)c1ccc([N+](=O)[O-])cc1 (configuration not stated)	7	2	0.1	3	3	0	-1	-2	99	-5
O=C(c1ccc(N2CCOCC2)nc1)N1CCCCC1	-3	-3	-0.7	-12	-3	4	-2	0	86	7
CCCCN(C(=O)c1c(C)noc1C)c1c(N)n(CCCC)c(=O)[nH]c1=O	7	0	-1.4	-20	-1	9	-1	-7	105	-1
O=C(NCCCN1CCCC1=O)C1CCN(S(=O)(=O)c2ccccc2)CC1	3	-1	-1.7	-8	-5	7	4	-9	102	6
O=C(Cc1c[nH]c2ccccc12)N1CCN(c2ccccc2)CC1	1	3	-1.3	6	15	7	-3	16	106	4
CCOC(=O)c1c(NC(=O)CN2CCN(c3cccc(Cl)c3)CC2)sc(C)c1C	0	-6	-2.8	-28	-12	15	1	4	94	1
CC(=O)Nc1ccc(/C=N/NC(=O)c2cccc(S(=O)(=O)N3CCOCC3)c2)cc1	5	1	-0.2	23	-25	1	3	-4	·	13
CCOC(=O)C1CCN(c2c(NCCCN(CC)c3ccccc3)c(=O)c2=O)CC1	-2	-1	-1.1	-13	1	6	-1	4	·	-3
O=C(COc1ccc(Br)cc1)N1CCN(S(=O)(=O)/C=C/c2ccccc2)CC1	1	0	0.7	3	-3	-4	0	-5	92	-18
Cc1ccc(NC(=O)c2cccc(OCc3c(C)noc3C)c2)cc1S(=O)(=O)Nc1ccccc1Cl	1	1	-0.9	7	14	5	0	10	96	-8
O=C(Nc1ccccc1)c1sccc1Oc1ccc([N+](=O)[O-])cc1F	4	-4	4.0	-9	-9	-23	-2	10	98	-9
COc1ccc(-c2nnc(N)s2)cc1OC	1	-2	2.7	-5	0	-13	1	32	86	1
CCOC(=O)Cc1c(C)nc2c(-c3cccc(Br)c3)c[nH]n2c1=O	1	19	-0.1	-3	-1	0	2	14	104	-6

Ordered by formula weight (ascending): some entries from above
SMILES	HTR5A ag	DAGLB inh	OPRM1-OPRD1 ag	HTR5A inv ag	PKA-R2B activ	MOR-DOR inv ag	V-ATPase pHluor	Arrestin-AP2 inh	DSG3 Ab inh	PKA-R1A activ
CCOC(=O)Cc1c(C)nc2c(-c3cccc(Br)c3)c[nH]n2c1=O	1	19	-0.1	-3	-1	0	2	14	104	-6
CCOC(=O)C1CCN(c2c(NCCCN(CC)c3ccccc3)c(=O)c2=O)CC1	-2	-1	-1.1	-13	1	6	-1	4	·	-3
CCOC(=O)c1c(NC(=O)CN2CCN(c3cccc(Cl)c3)CC2)sc(C)c1C	0	-6	-2.8	-28	-12	15	1	4	94	1

More records
SMILES	HTR5A ag	DAGLB inh	OPRM1-OPRD1 ag	HTR5A inv ag	PKA-R2B activ	MOR-DOR inv ag	V-ATPase pHluor	Arrestin-AP2 inh	DSG3 Ab inh	PKA-R1A activ
O=C(Cn1nnc(-c2ccncc2)n1)NCCc1ccccc1	5	-1	-1.9	-24	-7	11	3	3	99	-6
O=C(O)C(Cc1cc(Cl)ccc1Cl)Sc1nc2ccccc2[nH]1 (configuration not stated)	4	1	-3.5	-10	-11	19	0	-3	104	-7
Nc1ncnc2c1ncn2CCNCCc1ccccc1	·	-3	·	·	6	·	-1	14	116	-1
Cc1ccc(C(=O)NNC(=O)c2cccc(C)c2)cc1	1	0	-0.7	-10	-8	4	-1	-3	107	-4
CC(C)=CCN1CCN(Cc2cccn2-c2ccccn2)CC1CCO (configuration not stated)	0	-1	-2.4	-5	-7	11	0	40	77	4
CCCn1c(N)c(Sc2ccccc2[N+](=O)[O-])c(=O)n(CCC)c1=O	4	1	-1.2	-12	4	6	-3	-11	111	-5
CS(=O)(=O)N(Cc1ccco1)CC(O)Cn1c2ccccc2c2ccccc21 (configuration not stated)	3	2	0.2	-14	-11	-1	0	16	·	-2
NC(=O)CCS(=O)(=O)CCN1CCN(S(=O)(=O)c2ccc3c(c2)CCC3)CC1	6	0	-1.9	-14	-16	7	0	4	99	-3
CCc1cccc2c(SCC(=O)NCC3CCCO3)nc(-c3ccc(F)cc3)nc12 (configuration not stated)	2	2	-2.4	-9	-7	14	2	-7	78*	-4
Cc1[nH]n(-c2c(Cl)cc(Cl)cc2Cl)c(=O)c1C=Nc1ccc(S(=O)(=O)N2CCOCC2)cc1	-1	-2	-1.0	0	3	6	-2	-5	96	-12
CCC(C)C(=O)Nc1nnc(SCC(=O)NC2CCCCC2)s1 (configuration not stated)	-6	-2	-0.6	8	-6	4	-5	-1	·	-1
COc1ccc(/C=C/C(=O)OCC(=O)Nc2cccc(Oc3ccccc3)c2)c(OC)c1	2	-12	1.0	-7	-5	-5	3	·	104	-10
COc1cc(/C=C/C(=O)O)cc(S(=O)(=O)NCc2ccco2)c1OC	-5	-2	0.0	12	-5	0	4	23	·	12
c1cc(CN2CCCCC2)cc(OCCCNc2nc3ccccc3s2)c1	1	3	-0.2	-16	-2	1	-2	5	115	-9
O=C(COc1ccc(-c2nnco2)cc1)NC1CCCc2ccccc21 (configuration not stated)	8	-1	-0.7	-21	1	4	0	15	·	-2
Cc1c(C(=O)N(C)C2CCCCC2)sc2ncnc(N3CCN(c4ccccc4F)CC3)c12	-3	-1	0.9	26	-10	-5	-5	1	79	-10
COc1ccc(NC(=O)C2CC(c3c(F)cccc3Cl)=NO2)cc1OC (configuration not stated)	-3	-4	-1.2	-30	2	6	-4	-14	113	5
CC(C)Cn1nc(C(=O)Nc2cccc(S(=O)(=O)N3CCCC3)c2)c2ccccc2c1=O	-1	-4	-3.3	-19	1	12	5	-2	92	-16
COCCNC(=O)Cn1cc2c(n1)CCCCC2	-2	-1	-2.3	5	-1	12	2	12	111	6
COc1ccc(NC(=O)CC(C)C)c(OC)c1	1	-4	-1.4	-2	1	7	-1	0	97	-9
CSc1sc(-c2n[nH]c(=S)n2C)c2c1C=CCC2	-2	2	0.7	-16	12	-4	1	-4	103	-1
O=C(c1cc(-n2cnnc2)ccc1Cl)N1CCN(c2nc(-c3ccccc3)cs2)CC1	4	4	-0.1	-9	-6	0	4	-3	·	-2
O=c1[nH]c2ccc(Cl)cc2c(O)c1-c1ccccc1	1	0	-0.9	-1	-1	5	2	8	98	-13
O=C(OCc1nnc(-c2ccc([N+](=O)[O-])cc2)o1)C1CCN(C(=O)c2ccc(Cl)cc2)CC1	-7	0	2.1	17	-6	-14	-2	31	101	-8
CNC(=S)N1CCN(c2cccc(OC)c2)CC1	3	1	0.1	-8	-1	-1	-1	-2	102	0
COc1ccc(Br)cc1CN(C)CC(=O)Nc1ccccc1Cl	2	-21	1.1	-7	-7	-6	-2	0	102	-10
COc1cc(C(=O)NCC2(c3ccccc3)CCCC2)cc(OC)c1OC	-1	-1	-1.0	2	-3	5	1	-6	95	-11
COc1ccc(NC(=O)c2cc(C)on2)cc1OC	1	1	-3.2	-5	-11	17	-1	0	103	-1
COc1cc(/C=N/NC(=O)Cn2nnc3ccccc32)ccc1O	-6	0	1.6	-14	-5	-11	-3	-5	103	-2
CCCCNC(=O)N(O)C1N(/N=C/c2cccs2)C(=S)SC1(C)C (configuration not stated)	-1	-3	-1.8	5	6	9	1	-15	105	-4
Cc1c(NC(=S)N/N=C/c2ccc(N(C)C)cc2)c(=O)n(-c2ccccc2)n1C	1	0	-0.8	3	2	4	1	5	107	9

At a glance, part of the list above.
SMILES	HTR5A ag	DAGLB inh	OPRM1-OPRD1 ag	HTR5A inv ag	PKA-R2B activ	MOR-DOR inv ag	V-ATPase pHluor	Arrestin-AP2 inh	DSG3 Ab inh	PKA-R1A activ
COc1ccc(NC(=O)C2CC(c3c(F)cccc3Cl)=NO2)cc1OC (configuration not stated)	-3	-4	-1.2	-30	2	6	-4	-14	113	5
CC(C)Cn1nc(C(=O)Nc2cccc(S(=O)(=O)N3CCCC3)c2)c2ccccc2c1=O	-1	-4	-3.3	-19	1	12	5	-2	92	-16
COCCNC(=O)Cn1cc2c(n1)CCCCC2	-2	-1	-2.3	5	-1	12	2	12	111	6
COc1ccc(NC(=O)CC(C)C)c(OC)c1	1	-4	-1.4	-2	1	7	-1	0	97	-9
CSc1sc(-c2n[nH]c(=S)n2C)c2c1C=CCC2	-2	2	0.7	-16	12	-4	1	-4	103	-1
O=C(c1cc(-n2cnnc2)ccc1Cl)N1CCN(c2nc(-c3ccccc3)cs2)CC1	4	4	-0.1	-9	-6	0	4	-3	·	-2
O=c1[nH]c2ccc(Cl)cc2c(O)c1-c1ccccc1	1	0	-0.9	-1	-1	5	2	8	98	-13
O=C(OCc1nnc(-c2ccc([N+](=O)[O-])cc2)o1)C1CCN(C(=O)c2ccc(Cl)cc2)CC1	-7	0	2.1	17	-6	-14	-2	31	101	-8
CNC(=S)N1CCN(c2cccc(OC)c2)CC1	3	1	0.1	-8	-1	-1	-1	-2	102	0
COc1ccc(Br)cc1CN(C)CC(=O)Nc1ccccc1Cl	2	-21	1.1	-7	-7	-6	-2	0	102	-10
COc1cc(C(=O)NCC2(c3ccccc3)CCCC2)cc(OC)c1OC	-1	-1	-1.0	2	-3	5	1	-6	95	-11
COc1ccc(NC(=O)c2cc(C)on2)cc1OC	1	1	-3.2	-5	-11	17	-1	0	103	-1
COc1cc(/C=N/NC(=O)Cn2nnc3ccccc32)ccc1O	-6	0	1.6	-14	-5	-11	-3	-5	103	-2
